pPAFAH inh = pPAFAH (human) enzyme inhibition. recombinant pPAFAH, FP-rhodamine probe fluorescence polarization. inhibition, % at 3.39 µM. 1.5% of 330,000 active. AID 463082;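 active means inhibition above the mean inhibition across the screen plus 3 SD, cut at about 25% in these data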;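 further: inhibitors block binding of the rhodamine activity-based probe so polarization drops; 0% = enzyme with DMSO and 100% = wells lacking pPAFAH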
ZTA counter = counter-screen for EBNA-1 inhibitors: inhibitors of Epstein-Barr virus ZTA; P03206; ZTA-DNA binding, fluorescence polarization; inhibition, % at 11 µM; 0.15% of 320,000 active; in the data active means inhibition above about 33%
Target sequence (P03206 whole entry, looked up): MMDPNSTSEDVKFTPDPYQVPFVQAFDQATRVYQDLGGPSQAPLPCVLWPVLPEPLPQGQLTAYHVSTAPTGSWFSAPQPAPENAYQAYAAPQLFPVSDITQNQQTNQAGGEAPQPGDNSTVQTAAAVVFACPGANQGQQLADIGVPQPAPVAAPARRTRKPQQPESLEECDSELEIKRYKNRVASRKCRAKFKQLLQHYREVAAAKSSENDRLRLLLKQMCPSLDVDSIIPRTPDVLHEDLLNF
PREPL inh = inhibits the human prolyl oligopeptidase-like enzyme; Q4J6C6; recombinant PREPL, fluorescence polarization activity-based probe; inhibition, % at 5.96 µM; 0.68% of 320,000 active; AID 2751; in the data active means inhibition above about 43%;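 further: 0% = enzyme with DMSO and 100% = wells lacking enzyme; many of its hits are not listed in these tables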
LYPLA2 inh = counter-screen for PME1 inhibitors: inhibitors of human LYPLA2; O95372; recombinant LYPLA2, FP-Rh probe fluorescence polarization; inhibition, % at 5.9 µM; 0.38% of 320,000 active; AID 2177;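 active means inhibition above the screen-wide mean plus 3 SD, limit set per campaign, cut at about 26% in these data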;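 further: 0% = LYPLA2 with DMSO and 100% = wells lacking LYPLA2 enzyme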
Target sequence (O95372 whole entry, looked up): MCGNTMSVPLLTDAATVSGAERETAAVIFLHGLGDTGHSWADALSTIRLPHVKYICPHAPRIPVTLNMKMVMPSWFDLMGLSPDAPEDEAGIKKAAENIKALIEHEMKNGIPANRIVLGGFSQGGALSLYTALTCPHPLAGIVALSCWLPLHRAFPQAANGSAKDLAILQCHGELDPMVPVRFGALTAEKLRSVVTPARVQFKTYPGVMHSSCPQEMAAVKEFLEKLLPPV
PAFAH1B2 inh = PAFAH1B2 (human) inhibition; P68402; recombinant PAFAH1B2, FP-rhodamine activity probe, fluorescence polarization; inhibition, % at 3.39 µM; 1.2% of 340,000 active;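 active means inhibition above the mean of all tested compounds plus 3 SD, cut at about 24% in these data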;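 further: 0% = enzyme with DMSO and 100% = wells lacking PAFAH1B2; many of its hits are not listed in these tables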
EBNA-1 inh = blocks EBNA-1 binding to DNA | EBNA-1 DNA binding, fluorescence polarization | inhibition, % at 14.8 µM | 0.34% of 300,000 active; in the data active means inhibition above about 28%
LYPLA1 counter = LYPLA1 (human) inhibition in PME1 counter-screen. O75608. recombinant LYPLA1, FP-Rh probe fluorescence polarization. inhibition, % at 5.9 µM. 0.16% of 320,000 active. AID 2174;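 active means inhibition above the mean of all tested compounds plus 3 SD, set per campaign, cut at about 14% in these data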;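 further: inhibitors block serine hydrolase probe labeling of LYPLA1 so polarization falls; 0% = enzyme with DMSO and 100% = wells lacking LYPLA1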
Target sequence (O75608 whole entry, looked up): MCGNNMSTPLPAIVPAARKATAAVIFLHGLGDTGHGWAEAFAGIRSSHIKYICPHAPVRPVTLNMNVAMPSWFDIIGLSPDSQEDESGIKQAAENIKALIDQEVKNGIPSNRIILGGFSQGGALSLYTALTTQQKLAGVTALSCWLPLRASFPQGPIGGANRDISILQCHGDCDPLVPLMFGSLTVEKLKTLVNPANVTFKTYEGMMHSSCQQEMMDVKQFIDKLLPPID
PAFAH2 FP inh = PAFAH2 (human) inhibition. 0.99% of 340,000 active. AID 492956. recombinant PAFAH2, FP-rhodamine activity probe, fluorescence polarization. inhibition, % at 3.39 µM;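 active means inhibition above the mean over all tested compounds plus 3 SD, cut at about 30% in these data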;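 further: inhibitors block probe labeling of enzyme so polarization drops; 0% = enzyme with DMSO and 100% = wells lacking PAFAH2 protein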
PAFAH1B3 FP inh = PAFAH1B3 (human) inhibition | 0.28% of 340,000 active | inhibition, % at 3.39 µM | recombinant PAFAH1B3, FP-rhodamine probe, fluorescence polarization | AID 492972 | Q15102;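 active means inhibition above the screen-wide average of all tested compounds plus 3 SD, cut at about 25% in these data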;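 further: 0% = enzyme with DMSO only and 100% = wells lacking PAFAH1B3 protein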
Target sequence (Q15102 whole entry, looked up): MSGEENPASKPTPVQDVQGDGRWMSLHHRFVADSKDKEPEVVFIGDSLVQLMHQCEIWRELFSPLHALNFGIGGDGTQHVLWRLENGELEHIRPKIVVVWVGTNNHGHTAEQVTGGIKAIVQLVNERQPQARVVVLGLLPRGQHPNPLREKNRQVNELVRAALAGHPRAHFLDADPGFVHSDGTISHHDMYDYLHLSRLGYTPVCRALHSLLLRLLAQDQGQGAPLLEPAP
An asterisk follows results filed as active; x = no result given. Only part of the results is shown; the hit share may differ from the screen's.

SMILES	pPAFAH inh	ZTA counter	PREPL inh	LYPLA2 inh	PAFAH1B2 inh	EBNA-1 inh	LYPLA1 counter	PAFAH2 FP inh	PAFAH1B3 FP inh
Cc1cc(NC(=O)/C=C/c2ccccc2)c(C(C)C)cc1O	1.7	-16.3	-3.0	-3.5	-2.6	-4.5	1.7	-4.8	-0.6
O=c1[nH]c2ccccc2n1CCC1CCCCC1	6.0	-8.5	1.2	9.2	5.3	-5.5	3.6	7.3	-0.6
NNC(=O)CN1C(=O)Nc2ccc(Br)cc2C1c1ccccc1 (centres undefined)	-3.9	6.2	6.5	-14.4	1.0	-3.6	-8.2	-2.5	-1.8
COc1cccc(/C=C2\Oc3cc(OCC(=O)N4CCC[C@H]4C(=O)O)ccc3C2=O)c1	4.3	-11.6	14.9	1.8	-1.8	-7.6	-1.2	-5.8	1.9
CNC(=O)/C=C/c1cc(C(=O)c2ccc(Cl)cc2Cl)cn1C	14.3	-7.7	20.3	-4.7	-1.6	5.0	0.1	7.4	9.8
Cc1ccc2c(c1)c1c3n2CCN(C(=O)CCl)C3CCC1 (centres undefined)	1.5	-16.9	34.9	4.9	7.9	-12.6	0.4	12.3	7.2
Cc1cc(/C=N/NC(N)=S)c(O)c(/C=N/NC(N)=S)c1	4.3	-3.9	6.7	9.3	7.5	0.1	3.7	12.0	7.5
CCOc1cc(/C=C/C(=O)NCCc2ccc(S(N)(=O)=O)cc2)ccc1OCC(C)C	4.3	-6.2	2.8	-3.4	-3.3	3.6	-5.7	-7.1	4.5
CCCCCCCCNC(=O)/C(C#N)=C/c1ccc(SC)cc1	-1.3	5.2	11.1	3.1	2.3	9.4	1.4	-6.8	2.0
COc1ccccc1/C=C(\NC(=O)c1ccc(OC)c(OC)c1)C(=O)Nc1cccc([N+](=O)[O-])c1	5.5	-9.0	3.8	-1.5	-2.9	-19.3	-1.8	1.7	1.1
COc1ccccc1N(CC(=O)Nc1ccc2c(c1)OCCO2)S(=O)(=O)c1ccc(C)cc1	6.1	-9.9	10.0	-2.7	1.0	1.9	-3.2	-11.3	5.5
O=C(Nc1nnc(-c2ccco2)o1)c1ccc(N2C(=O)CCC2=O)cc1	0.1	23.2	-12.0	5.4	2.5	7.5	4.7	-3.6	1.4
Cc1ccc(NC(=O)COC(=O)CC2CCCC2)cc1Cl	18.0	-0.9	-3.4	6.3	-3.6	9.3	2.0	67.6*	6.6
CSc1nc2ccc(NC(=O)COc3ccccc3F)cc2s1	3.4	x	7.0	x	1.6	x	x	-2.3	2.6
COc1ccc(F)cc1S(=O)(=O)Nc1cc2c3c(c1)CC(=O)N3CCC2	3.8	-0.5	4.4	0.3	-1.4	0.8	-2.9	5.0	0.1
Cc1cc(/C=N/NC(=O)c2cccc(F)c2)c(C)n1-c1ccccc1	6.4	-2.8	6.9	-3.1	0.0	6.8	0.6	-7.2	-3.2
Nc1cc(N)nc(SCc2cccc(F)c2)n1	4.2	-6.6	3.2	2.7	7.2	-19.7	3.1	-0.8	8.5
COc1ccc(CC(=O)OCC(=O)Nc2ccc3[nH]c(=O)[nH]c3c2)cc1	1.9	0.5	6.1	3.7	0.0	8.4	-1.6	-1.5	13.4
Cc1cccc(C(=O)O/N=C2\CCS(=O)(=O)c3sccc32)c1	16.4	-9.3	33.7	3.7	3.8	-2.4	-3.8	77.9*	6.5
C=CCNC(=O)C1CC1(c1cccc(C)c1)c1cccc(C)c1 (centres undefined)	6.8	-0.6	12.2	8.9	x	-0.7	4.8	x	x
Cc1ccccc1N(CC(N)=O)S(C)(=O)=O	0.5	-26.3	10.9	3.4	1.6	-0.1	5.2	-17.9	7.0
COc1ccc(-c2cc(C(F)(F)F)nc(SCC(=O)NCCN3CCOCC3)n2)cc1OC	3.6	-12.0	26.2	11.2	2.3	-1.4	6.9	-8.5	4.8
Cc1ccc(S(=O)(=O)Nc2cc(C(=O)NCCN(C)C)ccc2N2CCCC2)cc1	4.6	4.0	10.7	-0.6	-1.9	-9.6	5.5	-1.0	-2.4
CC(C)C(=O)N1CCN(c2ccccc2NC(=O)Cc2ccc(Cl)cc2)CC1	0.5	18.9	3.1	-1.3	2.5	4.8	-1.2	-16.9	1.5
COCCSc1nnc(NC(=O)C2CCN(C(=O)c3ccco3)CC2)s1	-0.2	-16.2	6.7	4.8	0.4	0.6	2.3	-3.6	9.1
SMILES	pPAFAH inh	ZTA counter	PREPL inh	LYPLA2 inh	PAFAH1B2 inh	EBNA-1 inh	LYPLA1 counter	PAFAH2 FP inh	PAFAH1B3 FP inh
CSCCC(NC(=O)COc1ccccc1)C(=O)NCCOc1ccccc1 (centres undefined)	-1.1	-20.2	-0.1	-3.3	12.2	x	1.5	-3.4	5.9
CCOc1ccccc1N1CCN(C(=O)C2CSC3(C)CCC(=O)N23)CC1 (centres undefined)	-3.8	-6.9	9.1	-5.8	2.5	x	-0.8	0.6	3.3
Cc1ccc(C)c(NC(=O)c2c(Cl)nc3ccccn23)c1	1.5	-4.7	15.8	-4.2	-1.2	-3.1	-5.7	4.9	9.2
CC(C)(C)NS(=O)(=O)NC(=O)C1=C(N2CCCC2)COC1=O	-0.6	x	0.3	x	-4.0	x	x	2.2	7.8
COc1ccccc1NC(=O)CN1C(=O)CC(C)S(=O)(=O)c2ccccc21 (centres undefined)	5.9	8.7	4.1	2.0	2.1	11.0	-0.3	16.5	1.2
CNc1nnc(-c2ccncc2)s1	-1.2	5.3	2.2	4.3	1.2	10.1	-0.3	3.8	11.8
CN(C)S(=O)(=O)N1CCCC(C(=O)c2ccc(-c3ccccc3)c(F)c2)C1 (centres undefined)	20.7	-8.8	21.2	15.3	2.8	-4.1	1.3	2.2	8.5
CCC1=NNC(=O)C(CC(=O)Nc2ccccc2)c2cc(OC)c(OC)cc21 (centres undefined)	-1.6	-15.1	-2.4	1.8	6.0	2.2	-1.8	-0.2	4.4
CCCC(=O)NC(C)c1nc(-c2ccc(C)cc2)no1 (centres undefined)	-6.2	-13.3	-3.9	-3.5	3.3	-0.6	-4.2	1.7	12.1
CC(C)COC(=O)n1c(SCC(N)=O)nc2ccccc21	4.5	-3.9	8.3	-5.9	2.1	-3.0	0.1	-2.5	5.8
COC(=O)c1cccc(NS(=O)(=O)c2ccc(OC)cc2)c1C	3.0	-10.8	-22.2	0.1	-1.8	3.5	2.9	-4.8	-6.2
CC(=O)c1ccc([C@H]2C[C@@]34CN(C(=O)OC(C)(C)C)S(=O)(=O)[C@H]3C[C@H]2O4)cc1	-1.3	8.7	15.9	-1.0	-1.9	5.9	-1.9	-3.0	18.4
CCOC(=O)N1CCN(C(=O)C(NC(=O)C2CCC(C)CC2)C(C)C)CC1 (centres undefined)	3.8	-8.8	11.2	-0.8	4.6	-2.9	-0.9	-7.6	-3.5
Cc1noc(C)c1C(=O)OCC(=O)Nc1cccc(S(=O)(=O)N(C)C)c1	-0.1	-24.8	3.9	3.9	1.4	-3.4	3.5	4.1	1.3
CCOC(=O)c1ccccc1NC(=O)C1CCCO1 (centres undefined)	8.1	-6.6	11.4	-1.4	-2.5	-0.5	-1.4	41.7*	3.4
Cc1cc(C)n(-c2nc(Nc3ccccc3C(F)(F)F)nc(-n3nc(C)cc3C)n2)n1	-7.4	-5.3	-5.8	-4.5	0.3	6.2	-4.3	6.8	10.3
Cc1nc2ccccn2c1/C(O)=C1\C(=O)C(=O)N(CCN(C)C)C1c1cccnc1 (centres undefined)	2.3	4.0	3.6	0.1	4.2	4.8	0.1	-5.4	4.2
Cn1cc(S(=O)(=O)N2CCCC2)cc1C(=O)N1CCN(c2ccccc2)CC1	3.4	14.8	7.8	-0.6	0.6	5.4	1.7	-7.1	-4.6
COc1ccc(N(CC(=O)N2CCc3ccccc3C2)S(=O)(=O)c2ccccc2)cc1	-0.3	5.6	-52.3	-8.5	2.0	5.5	-0.8	6.1	7.0
Cc1nc(-c2nnc(-c3ccccc3)o2)c(C(F)(F)F)o1	-1.6	-3.9	-8.8	-2.0	1.9	-9.6	-3.9	3.0	4.5
CCOc1ccc(CCNC(=O)c2ccc(C)c(N3CCCC3=O)c2)cc1OCC	3.7	-1.4	3.4	-7.5	-5.9	3.7	-4.7	1.6	-2.5
CC(C#N)Sc1ncnc2sc(-c3ccccc3)cc12 (centres undefined)	15.4	-7.7	-3.1	-3.1	3.5	-17.3	-1.8	0.6	4.2
CC(C)N1CCC(N2CCN(Cc3cccnc3)CC2CCO)CC1 (centres undefined)	2.3	-3.2	7.1	-6.5	4.3	-4.0	-1.0	-2.7	3.0
O=C(Cn1cccc1C(=O)c1ccccc1)NCc1cccs1	4.3	5.4	-2.2	-3.2	6.3	6.1	-3.9	-1.1	9.6
CCOCCCN(C)C1CCN(C(=O)c2oc3ccccc3c2NC(=O)c2ccc(F)cc2)CC1	4.4	2.3	-4.4	2.8	5.5	-3.6	1.7	3.5	3.2
SMILES	pPAFAH inh	ZTA counter	PREPL inh	LYPLA2 inh	PAFAH1B2 inh	EBNA-1 inh	LYPLA1 counter	PAFAH2 FP inh	PAFAH1B3 FP inh
CN(C)c1ccc(NS(=O)(=O)c2cccc(Cl)c2)cc1	14.3	-11.1	9.0	2.6	2.9	6.5	1.2	11.9	0.2
COc1ccc2cc(-c3ccon3)ccc2c1	5.8	4.8	-5.8	-0.6	-2.5	-1.9	-2.5	-3.6	4.6
CCCC1CC(CCc2ccccc2)OS(=O)(=O)N1 (centres undefined)	-0.5	6.5	-2.2	-1.0	14.5	8.0	-1.3	6.3	-2.5
CCOC(=O)C(C)Oc1ccc(NC(=O)C(Cl)(Cl)Cl)cc1 (centres undefined)	4.8	8.1	0.1	4.2	-0.6	3.4	1.2	4.5	1.3
CC(C)c1ccc(N(CC(=O)NCCSCc2ccco2)S(C)(=O)=O)cc1	3.6	0.8	9.5	0.0	7.7	-9.7	2.7	2.9	8.9
CCOC(=O)Cn1c(-c2cccnc2Cl)nc2ccccc21	-0.7	-13.1	6.8	-0.6	8.6	5.5	-2.7	8.7	3.6
COc1cc(/C=N\NS(=O)(=O)c2ccccc2)cc(OC)c1OC	2.5	-1.7	9.1	-1.8	4.0	0.0	-0.5	4.0	7.3
O=C(NC(=S)Nc1ccc(S(=O)(=O)Nc2nccs2)cc1)c1ccc(F)c(F)c1	2.9	3.7	-4.5	3.1	2.6	9.3	-2.8	9.9	10.6
COc1ccc(NC(=O)CN2C(=O)c3ccccc3S2(=O)=O)cc1OC	-5.2	11.9	5.3	5.2	8.4	-5.2	1.8	6.6	-0.4
Cc1cccc2nc3ccccc3nc12	-1.5	1.3	10.0	-2.8	0.1	-10.9	0.9	-6.7	3.2
COc1ccc(C(=O)N/C(=C\c2ccc(SC)cc2)C(=O)NCCCn2ccnc2)cc1OC	1.1	x	0.1	x	5.1	x	x	7.9	8.5
COC(=O)[C@@]1(C)[C@H]2C(=O)N(Cc3ccccc3)C(=O)[C@H]2[C@H]2CN=C(SCC3CC3)N21	4.3	x	x	x	2.7	x	x	-1.5	4.8
O=C(CSc1nnc(CNC(=O)c2ccccc2)o1)c1ccc(Cl)cc1	6.2	12.6	-10.5	11.4	19.2	0.4	-2.6	-1.8	12.0
c1ccc(Nc2nc(N3CCCC3)nc(N3CCCC3)n2)cc1	5.1	2.0	4.6	6.0	1.4	8.1	-1.0	-3.4	8.5
S=C(NC1CCCC1)N1CCOCC1	3.6	-2.8	-7.3	2.2	1.8	7.7	-0.1	-3.6	2.5

Compound activity as filed in PubChem BioAssay.
